Screens from PubChem BioAssay.
Tau fibril FP – blocks human tau fibril formation measured by polarization. K18 P301L tau heparin fibrillization, Alexa594 FP, 6 h. Potency, µM (doses to about 57.7 µM), without a hit: top-dose activity, negative = inhibition, hits mostly inhibitors. 280,000 tested, 0.39% active; also: % is scaled to controls: 0 for no effect and ±100 for the full control effect; nearly all actives have a fitted effect of over 55% in size
Target sequence (P10636 561-689 P618L limits assumed): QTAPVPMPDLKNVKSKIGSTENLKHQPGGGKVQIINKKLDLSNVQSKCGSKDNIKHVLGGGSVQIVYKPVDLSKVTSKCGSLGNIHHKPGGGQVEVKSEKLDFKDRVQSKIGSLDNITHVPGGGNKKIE
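FP of Alexa 594-tau after heparin (20 uM) induction. Substrate: human K18 P301L, 15 uM unlabeled, 0.24 uM labeled. Buffer 100 mM sodium acetate pH 7. 6 hr, 37 C.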
Tau ThT inhib – blocks human tau fibril formation measured by thioflavin T; P10636; recombinant tau K18 P301L, heparin-induced fibrillization, ThT fluorescence; Potency, µM (doses to about 57.4 µM), without a hit: top-dose activity, negative = inhibition, usual class: inhibitors; 270,000 tested, 2.1% active; AID 1460; also: % is scaled to controls: 0 for no effect and ±100 for the full control effect; nearly all actives have a fitted effect of over 55% in size
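K18 P301L tau (15 uM + 0.24 uM Alexa 594-tagged), heparin 20 uM, NaOAc pH 7, 6 h 37 C; ThT 30 uM, 1 h RT, ex 450/em 510 nm.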
Tau fluor cs – counter-screen for tau fibril formation inhibitors | tau K18 P301L (four-repeat tau fragment) Alexa594 fluorescence, heparin fibrillization | Potency, µM (titrated, usually from 57.7 µM), for inactives: top-dose activity change, negative = decrease | 280,000 tested, 0.93% active; also: % is scaled to controls: 0 for no effect and ±100 for the full control effect; nearly all actives have a fitted effect of over 55% in size
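Human K18 P301L tau (15 uM unlabeled plus 0.24 uM Alexa 594-labeled, final) in 100 mM sodium acetate pH 7 was mixed with compound and 20 uM heparin and incubated 6 hr at 37 C.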
HTT ATP protect – protects HTT-Q103 PC12 cells, measured by ATP; PC12 HTT-Q103 induced, cytoprotection, ATP luminescence, 40 h; AID 1471; 230,000 tested, 0.14% active; Potency, µM (top dose mostly 56.4 µM), inactives show cytoprotection (ATP increase), actives largely listed as activators;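 also: % of control where 0% means no effect; nearly all actives have a fitted effect of over 45% in size; toxic huntingtin expression switched on by the ecdysone agonist tebufenozide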
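Stable PC12 Q103-GFP cells in serum-supplemented, phenol red-free DMEM; induction by tebufenozide at 100 nM final; compound dose series; cell viability quantified luminescently from ATP.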
SMN2 splice enh – enhancers of SMN2 splice variant expression; HEK293 SMN2-luciferase splicing reporter, luminescence, 30-36 h; Potency, µM (highest dose often 46.1 µM), for the others: top-dose activity change, positive = activation, actives largely listed as activators; 210,000 tested, 2.8% active; AID 1458; also: % of control where 0% means no effect; nearly all actives have a fitted effect of over 55% in size
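HEK293 cells carry an SMN2 minigene-luciferase reporter in which exon 7 inclusion puts luciferase in frame. Cells were seeded at 2000 cells/well, attached for 10-12 hours, then exposed to compounds for 30-36 hours at 37C before ONE-Glo luminescence.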
HttQ103 aggreg – inhibitors of mutant huntingtin aggregate formation in PC12 cells; PC12 HttQ103-GFP aggregates, Acumen cytometry, 40 h; Potency, µM (highest dose often 46.1 µM), for the others: top-dose activity change, negative = inhibition, hits mostly inhibitors; 220,000 tested, 1.1% active; AID 1688; also: % is scaled to controls: 0 for no effect and ±100 for the full control effect; nearly all actives have a fitted effect of over 60% in size
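PC12 cells with ecdysone-inducible HTT exon1 Q103-GFP, induced by 100 nM tebufenozide, given compounds in a concentration series. GFP aggregates (1–25 um, 6 SD above background) counted in lysates by laser-scanning cytometry, 488 nm excitation.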
ALDH1A1 inh – blocks purified human ALDH1A1 activity; 220,000 tested, 7.3% active; Purified ALDH1A1, NADH fluorescence, propionaldehyde substrate; Potency, µM (titrated, usually from 75.3 µM), for inactives: at the top dose activity, negative = inhibition, usual class: inhibitors; active = well fitted inhibition curve with a large enough effect, not every such curve was filed as active; inconclusive = small, poorly fitted or top-dose-only effect, or another doubt; inactive = no such curve, though single readings can be large or run the other way;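 also: plate controls were no enzyme wells and a reference inhibitor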
Target sequence (P00352 whole entry, looked up): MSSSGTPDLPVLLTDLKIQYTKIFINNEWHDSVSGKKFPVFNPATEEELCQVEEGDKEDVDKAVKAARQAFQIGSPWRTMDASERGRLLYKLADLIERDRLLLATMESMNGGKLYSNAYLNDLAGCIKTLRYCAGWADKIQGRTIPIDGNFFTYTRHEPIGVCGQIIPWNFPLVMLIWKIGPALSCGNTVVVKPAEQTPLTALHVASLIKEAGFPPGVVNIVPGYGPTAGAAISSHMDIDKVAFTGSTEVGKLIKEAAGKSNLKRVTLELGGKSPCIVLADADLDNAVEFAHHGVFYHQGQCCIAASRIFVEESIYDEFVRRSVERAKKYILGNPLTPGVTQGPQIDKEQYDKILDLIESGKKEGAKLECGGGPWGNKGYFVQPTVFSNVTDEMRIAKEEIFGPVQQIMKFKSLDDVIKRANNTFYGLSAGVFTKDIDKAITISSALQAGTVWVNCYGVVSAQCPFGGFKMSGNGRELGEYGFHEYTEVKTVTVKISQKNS
JMJD2E inh – JMJD2E (human) inhibition; B2RXH2; JMJD2E catalytic domain, FDH-coupled NADH fluorescence (FDH is formaldehyde dehydrogenase); Potency, µM (titrated, usually from 57.1 µM), for inactives: at the top dose activity change, negative = inhibition, usual class: inhibitors; 230,000 tested, 1.6% active; AID 2147; active = well fitted inhibition curve with a large enough effect, not every such curve was filed as active; inconclusive = small, poorly fitted or top-dose-only effect, or another doubt; inactive = no such curve, though single readings can be large or run the other way;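 also: 0% = wells with enzyme and -100% = buffer wells without enzyme; nearly all actives have a fitted effect of over 50% in size; many of its hits are not listed in these tables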
Target sequence (B2RXH2 1-337 limits assumed): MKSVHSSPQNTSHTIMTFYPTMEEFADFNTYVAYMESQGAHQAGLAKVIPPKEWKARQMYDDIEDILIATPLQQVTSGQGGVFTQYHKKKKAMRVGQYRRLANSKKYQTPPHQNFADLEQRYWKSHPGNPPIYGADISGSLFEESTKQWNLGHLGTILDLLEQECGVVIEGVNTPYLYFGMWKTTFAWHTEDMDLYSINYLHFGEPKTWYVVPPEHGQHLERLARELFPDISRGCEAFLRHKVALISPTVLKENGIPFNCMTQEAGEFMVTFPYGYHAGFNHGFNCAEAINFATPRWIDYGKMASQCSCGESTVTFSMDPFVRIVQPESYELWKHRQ
Starred values were filed as active, the others as inactive; ? = inconclusive; . = not tested or not shown; & = joins results of further samples; [ ] = dose if it differs, or a comment. Unless noted, calls follow the shape of the dose curve; as a rule, active = well fitted curve in the direction sought with a large enough effect; inconclusive = small, poorly fitted or top-dose-only effect, or another doubt; inactive = no such curve, though single readings can be large; an effect the other way counts as inactive or inconclusive. Potency is read from the fitted curve at half-maximal effect. This is a subset; the hit share may differ from the screen's.

Compound	Tau fibril FP	Tau ThT inhib	Tau fluor cs	HTT ATP protect	SMN2 splice enh	HttQ103 aggreg	ALDH1A1 inh	JMJD2E inh
CN(C[C@H](CC1CCCCC1)N(C[C@H](Cc1ccccc1)N(CCc1ccccc1)N=O)N=O)N=O	14%	-4%	-9%	2%[10 µM]	.	11%[9.22 µM]	4%	-6%
CCOC(=O)CCNC(=O)N1CCCC(CNS(=O)(=O)Cc2ccccc2)C1 (stereo not given)	1%	-8%	-11%	5%[10 µM]	.	-16%[9.22 µM]	3%	11%
Cc1cc(=O)[nH]c2c(C)c(Cl)ccc12	?	-4%	-8%	-4%	-2%	1%	15%	2%
O=C(Nc1cccc(NC(=O)C2CC3CCCC(C2)C3=O)n1)C1CC2CCCC(C1)C2=O (stereo not given)	2%	-9%	-9%	7%[10 µM]	-41%[inhibitor]	-17%	-10%	-1%
COc1ccc(Cl)cc1NC(=O)CCn1c(=O)oc2ccccc21	-13%	-6%	-22%	.	-9%	.	.	.
COc1cc2nc(/C=C/c3cc(OC)c(OC)c(OC)c3)sc2cc1SC	-8%	?	?	-23%[10 µM]	-24%	?	?	?
O=C(O)c1cc(=O)c2c(Cl)cc(Cl)cc2[nH]1	-1%&-4%&4%&7%	0%&-1%&2%&-4%	-1%&-2%&-5%&-7%	27%	-6%&-5%&10%	.	-1%&-11%&-3%&-8%	-16%&7%&-4%
COc1ccc(N2C(S)=C(C#N)C(=O)NC2c2ccc(OC)c(OC)c2)cc1 (stereo not given)	?	28µM*	-25%	2%[10 µM]	.	10%[9.22 µM]	?	-11%
O=C(CCC(=O)c1cccs1)NCc1ccc(Cl)cc1	5%	-9%	-6%	9%	-1%	2%	-4%	4%
COc1cc(Br)cc(/C=N/NC(=O)Cc2ccc(C(F)(F)F)cc2[N+](=O)[O-])c1O	2%	?	?	-67%[inhibitor][10 µM]	-97%[inhibitor]	?	2%	-7%
CCCCN(C)CCNC(=O)c1nn(-c2ccc(OC)cc2)c(=O)c2c1c1ccccc1n2C	-17%&-13%	-3%&0%	-23%&-24%	-37%[inhibitor]	-7%	5%	-1%	3%
N#Cc1cnn(-c2nc3sc4c(c3c(=O)[nH]2)CCCC4)c1N	7%	?	-2%	-16%[10 µM]	2%	?	2%	12%
Cc1ccc(-c2csnn2)cc1	-2%	-3%	-12%	-10%[10 µM]	.	-11%[9.22 µM]	-4%	6%
O=[N+]([O-])c1cc(-c2nnc(C34CC5CC(CC(C5)C3)C4)o2)cc([N+](=O)[O-])c1	13%	-6%	-5%	-7%	-26%	7%	?	13%
CN(NC(=S)Nc1ccc(OC(F)F)cc1)C(=S)Nc1ccc(OC(F)F)cc1	-1%	7%	2%	-94%[inhibitor][10 µM]	-4%	?	22%	-4%
COC(=O)C1=NN(C(=O)c2ccc(Cl)cc2)C(O)(c2ccccc2)C1 (stereo not given)	8%	?	-1%	-2%	-18%	11%	1%	?
COCCNC(=S)N/N=C(\C)c1ccc(Cl)s1	-5%	-4%	-8%	-45%[10 µM]	.	3%[9.22 µM]	.	12%
Cc1ccc(Cl)c(Nc2ccccc2C(=O)O)c1Cl	?	-23%&-6%&-8%&-5%	-20%&-13%&-11%&-18%	?	-18%	-5%&-5%	-9%	-11%
CCC(C)NC(=O)C1CCCN(C(=O)NC2CCCCC2)C1 (stereo not given)	-1%	-3%	-2%	9%	3%	3%	13%	1%
COc1cccc(-c2cc(C(=O)NCCCn3ccnc3)c3ccccc3n2)c1	1%	7%	4%	2%[0.074 µM]	25%	5%	9%	1%
CC1(OC(=O)c2ccc(Cl)nc2)C(=O)C=C2C=C3CCCN3C=C2C1=O (stereo not given)	?	5µM*	-11%[11.6 µM]	-21%&-6%[10 µM]	-5%[9.22 µM]	-28%[9.22 µM]	4%[13.5 µM]	5.6µM*
O=C(Cn1cnc2ccccc21)NCc1ccccc1	-3%	-2%	-2%	-25%[0.074 µM]	-53%[inhibitor]	-19%	-3%	-4%
Cc1ccc(NC(=O)c2c([N+](=O)[O-])c(C(C)(C)C)nn2C)cc1	-6%	-5%	-10%	8%[10 µM]	-14%	-13%	15%	10%
CCCCN(C)C(=O)c1cc2cc3cc(OC)ccc3nc2o1	-1%	-17%	-6%	-69%[inhibitor]	?	3%	?	?
O=C1CSC(c2ccccc2)N1CC(O)c1ccc([N+](=O)[O-])cc1 (stereo not given)	3%	-6%	-8%	-8%	-25%	-24%	5%	-2%
Cc1cc(C(=O)CSc2nnnn2-c2ccc(O)cc2)c(C)n1Cc1ccc2c(c1)OCO2	11µM*	-17%	7.9µM*[quencher]	-69%[inhibitor]	-38%[inhibitor]	?	-4%	-5%
C=CCc1ccccc1OCC(O)CNC (stereo not given)	-2%	-4%	1%	9%	4%	9%	22µM*	15%
CCOc1ccc(CCNC(=O)Cn2nnc(-c3ccccc3Cl)n2)cc1OCC	-8%	-4%	-19%	.	-5%	.	.	.
O=C(NC(C(=O)c1ccccc1)n1cnccc1=O)c1ccccc1 (stereo not given)	-5%	-13%	-4%	0%	-13%	10%	-4%	1%
CCn1c(N)c(C(N)=O)sc1=S	-2%	-12%	3%	3%[10 µM]	9%	-21%	8.9µM*	-10%
N[C@@H](C(=O)O)c1ccc(C(=O)O)c(C(=O)O)c1	2%&-7%&-2%&-7%	6%&-11%&-11%&-11%	-2%&-10%&-10%&-12%	-44%[inhibitor]	4%	.	16%&9%&-1%&-1%	-1%&-4%&-29%
CSC1=N/C(=C/c2cccnc2)C(=O)N1Cc1ccc(Cl)cc1	0%	?	-28%	4%[10 µM]	.	-3%[9.22 µM]	?	?
CCN(c1ccccc1)S(=O)(=O)c1ccc(C(C(=O)OC)C(=O)OC)c([N+](=O)[O-])c1	10%	1%	-14%	.	4%	15%	5%	9%
COC(=O)c1cc(OC)cc(O)c1C(=O)c1c(O)cc(C)cc1O	3%	-12%	-2%	-23%[10 µM]	.	-25%[9.22 µM]	.	-1%
Fc1ccc(N2CN(Cc3cccnc3)CNC2=S)cc1	-4%	0%	12%	-6%[10 µM]	.	-14%[9.22 µM]	4%	-3%
CCCCc1nnc2c(N(C)S(=O)(=O)c3ccc(C)cc3)nc3ccccc3n12	7%	-2%	-1%	-1%[10 µM]	.	-9%[9.22 µM]	.	-9%
CN(C)N1C(N)=C(C#N)C(c2cccs2)C2=C1CC(C)(C)CC2=O (stereo not given)	-3%	-3%	-12%	?	-52%[inhibitor]	15%	10µM*	-22%
COc1ccc(-c2[nH]ncc2CN2CCC(N3CCSCC3)CC2)cc1F	2%[2.34 µM]	-8%	16%[2.34 µM]	-4%[10 µM]	.	-1%[9.22 µM]	6%	0%
CCOC(=O)c1c(NC(=O)c2c(Br)cnn2CC)sc(C)c1C	0%	-6%	3%	14%[10 µM]	-19%	-8%	?	5%
c1cncc(-c2nnc(C3CCCCC3)o2)c1	3%	1%	11%	-8%	14%	2%[9.22 µM]	-3%	4%
CCN1C(=O)c2cccc3c(S(=O)(=O)Nc4nc(C)cs4)ccc1c23	-4%	-15%	-12%	-27%[0.074 µM]	13µM*	17%	3.5µM*	-2%
COc1ccc(-c2nnc(SCC(=O)N3c4ccccc4Sc4ccccc43)o2)cc1	-6%	-3%	-23%	28%[10 µM]	-40%[inhibitor]	-3%	8%	-4%
Cc1cc(=O)oc(C)c1C(=O)NCc1ccccn1	5%	-14%	-6%	-9%	3%	7%	?	-6%
Cc1cc(SCC(=O)Nc2ccc(Cl)cc2)nc2ccccc12	-11%	-6%	-10%	.	3%	.	.	.
Cc1ccc(C)c(OCC(=O)O/N=C(\N)c2cccc([N+](=O)[O-])c2)c1	0%[0.0958 µM]	.	3%[0.0958 µM]	24%[10 µM]	.	9%[9.22 µM]	.	-3%
CCOC(=O)C(NC(=O)CC)(Nc1ccc(S(=O)(=O)Nc2ncccn2)cc1)C(F)(F)F (stereo not given)	-4%	?	-7%	-22%	0%	8%	1%	-2%
CCC(C)(C)NC(=O)C(c1ccc(OC)cc1)N(Cc1cccs1)C(=O)CCC(=O)Nc1cc(C)on1 (stereo not given)	6%	-12%	-4%	-23%[10 µM]	-12%	-16%	?	-4%
CC(NC(=O)c1cccs1)C(=O)NC1=NCCS1 (stereo not given)	1%	-13%	-8%	-7%[0.074 µM]	16%	7%	1%	2%
COCCNC(=O)c1nn2cccnc2c1Cl	5%	-4%	-2%	19%	-14%	-3%	4%	-5%
Cn1c(=O)[nH]c(=O)c2c1nc(SCCN1CCOCC1)n2Cc1ccccc1	-4%	-4%	1%	3%[10 µM]	6%	-10%	-1%	3%

Remaining list, next part
Compound	Tau fibril FP	Tau ThT inhib	Tau fluor cs	HTT ATP protect	SMN2 splice enh	HttQ103 aggreg	ALDH1A1 inh	JMJD2E inh
COc1cc(C(=O)OC2CC3CCC2(C)C3(C)C)ccc1OC(C)=O (stereo not given)	5%	?	-17%	-3%[10 µM]	.	16%[9.22 µM]	-2%	5%
Cc1cc(N(C)Cc2ccccc2)nc(-c2ccccc2)n1	-15%	?	-15%	-5%[10 µM]	?	-15%	4%	-4%
CCN(CC)S(=O)(=O)c1cccc(-c2n[nH]c(=S)n2/N=C/c2ccc(Br)cc2)c1	?	-9%	?	.	-3%	28%	-16%	4%
Cc1cc(C)cc(NCC(=O)Nc2c(C)cccc2C)c1	11%	1%	-2%	8%[10 µM]	6%	?	?	-5%
CC(/C=C/c1ccccc1)=N\NC(=S)NC(C)C	1%	4%	8%	-6%	-33%[inhibitor]	11%[9.22 µM]	-5%	-1%
CCc1nc(C)cc(N)c1OCc1ccccc1	-4%	-12%	-8%	-11%[10 µM]	14%	15%	5%	-8%
COc1ccc(OC)c(CCNC(=O)CS(=O)(=O)Cc2nc(-c3ccccc3C)oc2C)c1	15%	-16%	-10%	-20%	-12%	2%	?	5%
CC(C)(C)NCC(=O)N/N=C/c1ccc(OCc2ccccc2)cc1	-2%	-9%	-3%	11%[10 µM]	19%	10%[9.22 µM]	7%	8%
O=C(NC1CCCCC1)N1CCCC(c2nc(-c3ccc(S(=O)(=O)N4CCCC4)cc3)no2)C1 (stereo not given)	-4%	1%	6%	-14%	-34%[inhibitor]	-23%	12%	8%
